Tau fibril FP: qHTS for Inhibitors of Tau Fibril Formation, Fluorescence Polarization | K18 P301L tau heparin fibrillization, Alexa594 FP, 6 h | AID 1468, 2008 | Potency, µM (titrated, usually from 57.7 µM), inactives show at the top dose activity, negative = inhibition, usual class: inhibitors | hit rate 0.39% among 280,000; also: % is scaled to controls: 0 for no effect and ±100 for the full control effect; nearly all actives have a fitted effect of over 55% in size
Target sequence (P10636 561-689 P618L limits assumed): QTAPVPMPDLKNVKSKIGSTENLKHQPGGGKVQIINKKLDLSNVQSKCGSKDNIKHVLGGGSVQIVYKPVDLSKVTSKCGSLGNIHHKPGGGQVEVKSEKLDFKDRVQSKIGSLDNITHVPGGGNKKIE
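K18 P301L tau (15 uM unlabeled/0.24 uM Alexa 594-labeled, final) + compound + heparin 20 uM final; 100 mM NaOAc pH 7; 6 hr 37 C; ThT 30 uM final added, 1 hr RT; FP ex 555/em 632 nm.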
HTT ATP protect: qHTS Multiplex Assay to Identify Dual Action Probes in a Cell Model of Huntington: Cytoprotection (ATP); PC12 HTT-Q103 induced, cytoprotection, ATP luminescence, 40 h; Potency, µM (highest dose often 56.4 µM), for inactives: cytoprotection (ATP increase), most hits filed as activators; hit rate 0.14% among 230,000;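 also: % of control where 0% means no effect; nearly all actives have a fitted effect of over 45% in size; toxic huntingtin expression switched on by the ecdysone agonist tebufenozide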
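Rat PC12, Q103 Htt exon1-GFP fusion, ecdysone promoter; tebufenozide inducer 100 nM final; compound titration; qHTS, 1500 cells/well; ATPlite luminescent read.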
Tau fluor cs: Counterscreen qHTS for Inhibitors of Tau Fibril Formation, Fluorescence Polarization | tau K18 P301L Alexa594 fluorescence, heparin fibrillization | Potency, µM (top dose mostly 57.7 µM), for the others: at the highest dose activity change, negative = decrease | hit rate 0.93% among 280,000; also: % is scaled to controls: 0 for no effect and ±100 for the full control effect; nearly all actives have a fitted effect of over 55% in size
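Human tau K18 P301L (15 uM unlabeled, 0.24 uM Alexa 594-labeled) in 100 mM sodium acetate pH 7 with 20 uM heparin, 6 hr at 37 C. ThT 30 uM added, 1 hr ambient; Alexa 594 FP and total fluorescence read at 555/632 nm.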
L3MBTL1 block: qHTS Assay for the Inhibitors of L3MBTL1; Potency, µM (series often up to 57.1 µM), for the others: at the top dose activity, negative = inhibition, usual class: inhibitors; Lethal(3)malignant brain tumor-like protein 1 (Homo sapiens), Q9Y468; hit rate 0.66% among 230,000; AlphaScreen L3MBTL1–H3K9me1 peptide binding; also: % is scaled to controls: 0 for no effect and ±100 for the full control effect; nearly all actives have a fitted effect of over 60% in size
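AlphaScreen proximity signal between nickel-chelate acceptor and streptavidin donor beads (final 10 ug/mL) reports binding of 50 nM L3MBTL1 to 75 nM biotin-H3 K9me1 peptide; complex incubated with compounds 30 min at room temperature; cefsulodin titration as control.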
Tau ThT inhib: qHTS for Inhibitors of Tau Fibril Formation, Thioflavin T Binding | Potency, µM (highest dose often 57.4 µM), for inactives: at the highest dose activity, negative = inhibition, usual class: inhibitors | Microtubule-associated protein tau (Homo sapiens), P10636 | AID 1460, 2008 | recombinant tau K18 P301L, heparin-induced fibrillization, ThT fluorescence | hit rate 2.1% among 270,000; also: % is scaled to controls: 0 for no effect and ±100 for the full control effect; nearly all actives have a fitted effect of over 55% in size
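Using a mix of unlabeled (15 uM) and Alexa 594-labeled (0.24 uM) tau K18 P301L, heparin-triggered fibrillization over 6 hr at 37 C was scored by ThT fluorescence.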
RECQ1 helicase: qHTS Assay for Inhibitors of RecQ-Like Dna Helicase 1 (RECQ1) | ATP-dependent DNA helicase Q1 (Homo sapiens), P46063 | RECQ1 DNA unwinding, red fluorescence kinetic read | Potency, µM (highest dose often 57.3 µM), inactives show at the highest dose activity, negative = inhibition, usual class: inhibitors | hit rate 0.54% among 240,000 | AID 2549, 2010;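 also: plate controls were vehicle for no effect and no enzyme for full effect; nearly all actives have a fitted effect of over 30% in size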
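50 nM RECQ1T1 preincubated 15 min with compound in Tris pH 8.0 buffer with MgCl2, DTT, Tween-20 and 2.5 ug/ml poly(dI-dC); started with 200 nM TAMRA/BHQ-2 forked duplex and 2 mM ATP. Unwinding read as fluorescence (525/598 nm), two reads 2 h apart.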
TR SRC2 fluor cs: Total Fluorescence Counterscreen for Inhibitors of the Interaction of Thyroid Hormone Receptor and Steroid Receptor Coregulator 2; hit rate 0.29% among 280,000; Potency, µM (doses to about 106 µM), inactives show at the top dose fluorescence change, negative = quenching; TRb/SRC2 Texas Red total fluorescence interference; AID 1479, 2009; active = well fitted curve in either direction with a large enough effect; inconclusive = small, poorly fitted or top-dose-only effect; also: % is scaled to controls: 0 for no effect and ±100 for the full control effect
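Human TRb ligand-binding domain at 0.6 uM with 20 nM Texas Red SRC2 peptide in Tris buffer containing 1 uM T3 and 5% DMSO, incubated with compound 5 h at ambient temperature. Total fluorescence (555/632 nm) calculated as parallel + 2 × perpendicular.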
TRb-SRC2 inh: qHTS for Inhibitors of the Interaction of Thyroid Hormone Receptor and Steroid Receptor Coregulator 2; hit rate 0.065% among 280,000; Potency, µM (top dose mostly 106 µM), for the others: top-dose activity change, negative = inhibition, actives largely listed as inhibitors; TRbeta-SRC2 peptide binding, fluorescence polarization; receptor liganded with 1 µM T3; Thyroid hormone receptor beta (Homo sapiens), P10828;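 also: plate controls were bound peptide for no effect and peptide without receptor for full effect; nearly all actives have a fitted effect of over 50% in size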
Target sequence (P10828 whole entry, looked up): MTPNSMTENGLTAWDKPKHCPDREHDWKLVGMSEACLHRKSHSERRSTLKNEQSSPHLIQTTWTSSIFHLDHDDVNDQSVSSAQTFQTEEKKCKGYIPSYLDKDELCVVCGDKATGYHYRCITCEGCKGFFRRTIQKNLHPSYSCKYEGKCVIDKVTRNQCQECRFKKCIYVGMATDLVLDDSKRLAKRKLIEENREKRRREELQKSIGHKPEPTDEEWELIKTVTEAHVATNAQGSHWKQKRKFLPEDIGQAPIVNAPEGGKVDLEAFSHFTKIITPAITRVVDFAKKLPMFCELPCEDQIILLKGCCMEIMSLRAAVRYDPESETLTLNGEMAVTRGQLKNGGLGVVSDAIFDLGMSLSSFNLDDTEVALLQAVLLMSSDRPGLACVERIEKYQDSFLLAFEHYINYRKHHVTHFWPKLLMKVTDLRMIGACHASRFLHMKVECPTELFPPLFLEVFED
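Human TRb LBD (0.6 uM) plus Texas Red-labeled SRC2 peptide (20 nM), 1uM T3, 5% DMSO, 5 hr at ambient temperature. Decreased polarization (555/632 nm) flags inhibition; data normalized to free and bound peptide controls.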
* marks the source's active call; other numbers are inactive results; i = inactive; ? = inconclusive; nt = no result given; & = joins results of further samples; [ ] = dose if it differs, or a comment. Unless noted, calls follow the shape of the dose curve; as a rule, active = well fitted curve in the direction sought with a large enough effect; inconclusive = small, poorly fitted or top-dose-only effect, or another doubt; inactive = no such curve, though single readings can be large; an effect the other way counts as inactive or inconclusive. Potency is read from the fitted curve at half-maximal effect.

SMILES	Tau fibril FP	HTT ATP protect	Tau fluor cs	L3MBTL1 block	Tau ThT inhib	RECQ1 helicase	TR SRC2 fluor cs	TRb-SRC2 inh
COc1cnc(SCc2ccc(Cl)cc2)nc1Cl	?	-8%	-28%	64%[activator]	?	-8%	0%	-1%
Cc1ccc(S(=O)(=O)c2nc(S(C)(=O)=O)sc2N(C)Cc2ccccc2)cc1	-10%	nt	-22%	nt	-6%	nt	-2%	-1%
Cc1ccc(C(c2nnnn2CS(=O)(=O)c2ccc(C)cc2)N2CCC(C)CC2)cc1 (configuration not stated)	0%	17%[10 µM]	-16%	3%	-10%	-2%	-2%	-1%
COc1ccc(NC(=O)c2c(C(=O)Nc3ccccc3)sc3nc(C)cc(=O)n23)cc1	-11%	nt	-7%	nt	3%	nt	5%	-2%
CCOC(=O)N1CCC(NC(=O)C(CC(C)C)NC(=O)C2CCC(C)CC2)CC1 (configuration not stated)	-4%	-6%	-4%	nt	-6%	-2%	-1%	2%
CC(=O)c1ccc(Nc2ccc3cc(S(=O)(=O)N4CCCC4)ccc3n2)cc1	22µM*	nt	11µM*[quencher]	nt	5%	nt	-1%	-10%
CCC(=O)C1=C(c2ccc(Cl)cc2)N(C(=O)CC)n2c(C)nnc2S1	-18%	nt	-22%	nt	?	nt	-1%	-5%
Cc1ccc(N)cc1O	nt	?	nt	-15%	nt	-4%	-1%	4%
Nc1[nH]nc2nc3ccccc3cc12	-5%	22%	-13%	nt	?	-15%	-3%	-3%
Cc1ccccc1C(=O)NCc1nnc(SCC(=O)N2c3ccccc3Sc3ccccc32)n1C	4%	-9%	-6%	nt	-19%	-7%	1%	-5%
CCOC(=O)c1cc2cc3ccccc3cc2[nH]1	9%	-9%[10 µM]	-22%	17%	?	9%	1%	-3%
CC(/C=C/c1ccco1)=N/NC(=O)C1COc2ccccc2O1 (configuration not stated)	-6%	9%[10 µM]	?	nt	nt	-11%	-2%	-2%
O=C(Nc1ccccc1)/C(=C\c1ccccc1)NC(=O)c1ccco1	-7%	-31%[10 µM]	1%	nt	nt	i	-6%	-9%
COc1cccc(NC(=O)C2CCN(c3nc4ccccc4nc3C(F)(F)F)CC2)c1	?	nt	?	nt	-2%	nt	0%	9%
FC(F)(F)c1nnc(N2CCN(c3ccc(Cl)cc3)CC2)s1	1%	24%[10 µM]	-15%	nt	nt	13%	-7%	-5%
O=C(Cc1ccccc1)Nc1ccc(C(=O)NCC2COc3ccccc3O2)cc1 (configuration not stated)	-14%	16%[10 µM]	?	-3%	-14%	-5%	0%	1%
C=CCn1c(SCC(=O)NCCOC)nnc1-c1cc2c(s1)CCC(CC)C2 (configuration not stated)	1%	0%[1.9 µM]	-2%	-1%	0%	-1%	3%	-1%
CC1CCCCN1C(=O)Cn1cc(/C=C2/C(=O)Nc3ccccc32)c2ccccc21 (configuration not stated)	15%	-60%[inhibitor]	?	?	10µM*	-14%	-10%	5%
CCN(c1ccc(C)c(C)c1)S(=O)(=O)c1c(C)[nH]c(=O)[nH]c1=O	0%	0%	-8%	nt	-13%	9%	-1%	-10%
CCOC(=O)c1c(C)n(C)c2ccc(OCC(O)CN3CCN(C)CC3)cc12 (configuration not stated)	5%	-16%	2%	-1%	-8%	-6%	-5%	0%

Overlap with the part before: three compounds; new compounds follow.
SMILES	Tau fibril FP	HTT ATP protect	Tau fluor cs	L3MBTL1 block	Tau ThT inhib	RECQ1 helicase	TR SRC2 fluor cs	TRb-SRC2 inh
CC1CCCCN1C(=O)Cn1cc(/C=C2/C(=O)Nc3ccccc32)c2ccccc21 (configuration not stated)	15%	-60%[inhibitor]	?	?	10µM*	-14%	-10%	5%
CCN(c1ccc(C)c(C)c1)S(=O)(=O)c1c(C)[nH]c(=O)[nH]c1=O	0%	0%	-8%	nt	-13%	9%	-1%	-10%
CCOC(=O)c1c(C)n(C)c2ccc(OCC(O)CN3CCN(C)CC3)cc12 (configuration not stated)	5%	-16%	2%	-1%	-8%	-6%	-5%	0%
COc1ccc(-n2nnc3c(SCC(=O)OCc4ccccc4)ncnc32)cc1	-7%	-27%	-18%	8%	-21%	i	2%	4%
COc1ccc([N+](=O)[O-])cc1NC(=O)COC(=O)/C=C/c1ccco1	?	10%[10 µM]	-14%	1%	-14%	-11%	-1%	-1%
CCC(C)[C@H](NC(=O)NCc1ccc(F)cc1)C(=O)O (some centres not stated)	-3%	-13%[10 µM]	-17%	9%	-12%	i	-2%	-2%
CC(=O)c1c(C(C)=O)c(C)n(-c2nc(-c3ccc(Br)cc3)c(C)s2)c1C	?	-8%	-19%	nt	?	-12%	-3%	0%
CC1Cc2ccccc2N1C(=O)Cn1nc(C(=O)O)c2ccccc2c1=O (configuration not stated)	-2%	-19%[0.074 µM]	4%	5%	5%	i	-2%	-1%
CCOc1ccc2c(=O)c(-c3ccc4c(c3)OCCCO4)c(C)oc2c1	5%	0%[10 µM]	-6%	3%	?	-5%	?	-4%
CCCC(=O)Nc1nc2ccc(C(=O)OCC)cc2s1	0%	-33%[10 µM]	8%	7%	9%	-6%	2%	-12%
COc1ccc(-c2nn(-c3ccccc3)cc2/C=N/N2C(=O)CSC2=S)cc1	?	?	-25%	nt	?	i	-2%	-4%
CC(NS(=O)(=O)c1ccc(Br)cc1)C(=O)NCc1ccco1 (configuration not stated)	-8%	nt	-9%	-8%	?	24%	-3%	-2%
Cc1ccc2[nH]cc(C(=O)CN3CCN(c4ccccn4)CC3)c2c1	2%	-10%	-13%	5%	-14%	-6%	4%	-1%
COc1ccccc1CNC(=O)CCc1c(C)nn(-c2ccc(N3CCCCC3)nn2)c1C	-6%	nt	1%	nt	2%	nt	-2%	1%
COC(=O)c1cn(N(C)c2ncc(C(F)(F)F)cc2Cl)c(=O)c2ccccc12	?	-12%	-20%	nt	?	-15%	-5%	6%
COc1cccc(/C=C(\C#N)C(=O)NC2CCS(=O)(=O)C2)c1 (configuration not stated)	8%	?	-1%	14%	-7%	-1%	1%	5%
C/C(CCN1CCCc2nc(C)c(C)cc21)=N\O[C@@H](C)c1cn([C@H](CO)Cc2ccccc2)nn1	7%&9%[11.6 µM]	3%&7%[10 µM]	1%&4%[11.6 µM]	nt	-4%&-1%[11.5 µM]	1%&1%[11.5 µM]	-4%&0%[11.2 µM]	-6%&4%[11.2 µM]
CN(NS(C)(=O)=O)c1ncc(C(F)(F)F)cc1Cl	2%	-10%	1%	?	-2%	-9%	-1%	3%
COc1ccc(OCc2cccc(C(=O)Nn3cc([N+](=O)[O-])cn3)c2)cc1	4%	11%[10 µM]	-5%	-38%	-6%	i	3%	?
Cc1ccc(-c2nc3c4ccccc4n(CC(=O)NCc4ccc(F)cc4)c(=O)n3n2)cc1	-14%	nt	-3%	nt	-7%	nt	1%	-10%
O=C(NC(Cc1ccccc1)C(=O)N1CCCC1C(=O)O)c1ccccc1 (configuration not stated)	5%	-1%	1%	2%	-1%	i	-2%	-1%
COC(=O)CSc1ccc2nnc(-c3ccc(OC)c(OC)c3)n2n1	8%	-27%[10 µM]	-1%	-3%	1%	1%	-1%	-1%
Cc1cc(N)n(-c2ccccn2)n1	6%	11%[10 µM]	-3%	-8%	-17%	-7%	1%	0%
CCOC(=O)c1c(NC(=O)C2C3C=CC(CC3)C2C(=O)O)sc(C)c1CC (configuration not stated)	4%	nt	10%	-1%	-3%	-10%	-1%	-4%
O=C(Cn1cnc2c(cnn2-c2ccccc2)c1=O)NCCc1ccccc1	-6%	12%[1.9 µM]	-4%	?	-11%	4%	-3%	-12%
COc1ccc([N+](=O)[O-])cc1NC(=O)CSc1ccc2ccccc2c1	?	-7%[10 µM]	?	-5%	-9%	-2%	-6%	-1%
COC(=O)N/N=C/c1ccc(-c2ccccc2Cl)o1	-9%	6%[10 µM]	-18%	2%	?	3%	-4%	-8%
Cc1nc2c(c(C)c1CCC(=O)NCc1ccccc1)c(=O)n(C)c(=O)n2C	3%	nt	-4%	nt	1%	nt	-5%	-4%
O=C(CCC(=O)Nc1ccccc1)NNC(=O)c1cccs1	3%	15%	0%	5%	-10%	-4%	-1%	-7%
CCOc1ccccc1N1CCN(C(=O)c2cccc(-c3ccc(O)cc3)c2)CC1	?	?	?	-26%	-13%	4%	-1%	-19%
Cc1ccccc1NC(=O)c1cccc(NC(=O)CCC(=O)O)c1	-15%[2.34 µM]	1%[10 µM]	7%	4%	0%	-3%	-3%	-4%
Cc1ccc(F)c(NC(=O)CCc2ccccc2)c1	1%	?	-3%	nt	-1%	0%	0%	-1%
O=S(=O)(c1ccccc1Cl)N1CCC(O)(c2cccnc2)CC1	3%	9%[10 µM]	-2%	0%	3%	i	-5%	0%
N=c1c2c(-c3ccccc3)c(-c3ccccc3)n(Cc3ccccc3)c2ncn1CCCn1ccnc1	4%	-89%[inhibitor]	7%	-13%	-8%	i	-3%	3%
COc1ccccc1NS(=O)(=O)c1cc(NC(=O)c2ccc3c(c2)OCCO3)ccc1C	?	5%[10 µM]	?	5%	-10%	-5%	-1%	3%
O=C(NC1CCCC1)C(c1ccncc1)N(Cc1ccccc1)C(=O)Cc1cccs1 (configuration not stated)	0%	13%	4%	-2%	11%	6%	0%	-3%
Nc1ccccc1C(=O)NCc1ccc(Cl)cc1	5%	nt	-9%	0%	-6%	i	-1%	-4%

The list is partial (hit frequency here may not be typical).
